Screening results: PubChem BioAssay, National Center for Advancing Translational Sciences (NCATS)
Chronic BCR inh: inhibitors of chronic active B-cell receptor signaling; ABC-DLBCL IkBa-CBG/CBR reporter, luminescence ratio, 4 h; Potency, µM (series often up to 46.1 µM), without a hit: top-dose ratio change, negative = lower green/red ratio, actives largely listed as inhibitors; 0.05% of 340,000 active; active = well fitted inhibition curve with a large enough effect in the signal ratio, with a control signal flat, not every such curve was filed as active; inconclusive = small, poorly fitted or top-dose-only effect, or effect the other way, or a change in a side signal; the % refers to the signal ratio;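 also: potency is read from the fitted curve at half-maximal effect; plate controls were basal doxycycline-induced cells for no effect and cells given 10 µM MG132 for full effect; MG132 reads +100%, hits lower the ratio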
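TMD8 ABC-DLBCL cells carrying doxycycline-inducible green luciferase fused to IkappaBalpha plus unfused red luciferase were exposed to compounds (up to 46 uM) for 4 hrs at 37C. Activity came from the overlap-corrected green/red luminescence ratio.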
Mito fusion yeast: inhibitors of mitochondrial division or activators of mitochondrial fusion | S. cerevisiae fusion-defective mutant growth rescue, CellTiterGlo 48 h | Potency, µM (titrated, usually from 46.1 µM), for inactives: at the highest dose growth rescue (activation), usual class: activators | AID 485298 | 0.23% of 320,000 active;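 also: potency is read from the fitted curve at half-maximal effect; % of control where 0% means no effect; nearly all actives have a fitted effect of over 45% in size; temperature-sensitive fusion mutants such as fzo1-1 at 37 °C on non-fermentable ethanol glycerol medium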
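Luminescent cell viability in 1536-well qHTS format served as the measure of rescued growth in ts fusion-mutant S. cerevisiae cultured on non-fermentable YPEG for 48 hours at 37C.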
TSG101-PTAP inh: blocks PTAP/TSG101 interaction to inhibit HIV-1 budding | AID 493005 | Fluorescence polarization, FITC-PTAP peptide / Tsg101 binding | 340,000 tested, under 10 active | Potency, µM (titrated, usually from 115 µM), without a hit: at the highest dose activity change, negative = inhibition, actives largely listed as inhibitors | Q99816; active = well fitted inhibition curve with a large enough effect in the main read-out, with a control signal flat, not every such curve was filed as active; inconclusive = small, poorly fitted or top-dose-only effect, or effect the other way, or a change in a side signal; inactive = no such curve, though single readings can be large or run the other way; also: potency is read from the fitted curve at half-maximal effect; % of control where 0% means no effect
Target sequence (Q99816 whole entry, looked up): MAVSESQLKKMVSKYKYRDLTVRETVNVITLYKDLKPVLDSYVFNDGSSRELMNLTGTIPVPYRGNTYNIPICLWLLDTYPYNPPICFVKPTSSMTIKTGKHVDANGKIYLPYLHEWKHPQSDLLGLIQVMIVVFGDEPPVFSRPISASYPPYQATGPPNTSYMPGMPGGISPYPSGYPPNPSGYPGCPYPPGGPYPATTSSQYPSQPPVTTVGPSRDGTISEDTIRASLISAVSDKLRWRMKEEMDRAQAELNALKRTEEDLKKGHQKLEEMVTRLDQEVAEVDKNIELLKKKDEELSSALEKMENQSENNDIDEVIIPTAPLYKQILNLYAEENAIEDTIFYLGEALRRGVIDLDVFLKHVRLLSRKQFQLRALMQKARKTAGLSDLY
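Fluorescence polarization binding of Tsg101 binding domain (10 uM final) to FITC-labeled PTAP peptide (50 nM final) in HEPES pH 7.5 buffer with NaCl, Tween 20, EDTA, TCEP. Compounds added before peptide; binding 20 min at RT.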
AT treatment: candidate therapy for ataxia-telangiectasia. […] A-T fibroblasts, KAP-1 phosphorylation AlphaLISA; neocarzinostatin DNA damage 30 min before lysis. Potency, µM (highest dose often 57.5 µM), without a hit: at the top dose activation, most hits filed as activators. 0.19% of 320,000 active; also: potency is read from the fitted curve at half-maximal effect; % of control where 0% means no effect; nearly all actives have a fitted effect of over 45% in size
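hTERT-immortalized A-T patient fibroblasts ([…]), 500 cells/well in OPTI-MEM, 1% FBS, got compounds for 60 min, then NCS for 30 min at 37C. Lysates were then assayed for phospho-KAP-1 by AlphaLISA (anti-pKAP1 donor, anti-KAP1 acceptor beads), 6 hr at 25C.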
Eya2 phos inh: blocks the phosphatase activity of human Eya2; O00167; recombinant Eya2, OMFP fluorescence dephosphorylation (OMFP is methylfluorescein phosphate); Potency, µM (series often up to 76.9 µM), for the others: at the top dose activity, negative = inhibition, actives largely listed as inhibitors; 0.006% of 330,000 active; AID 488837; also: potency is read from the fitted curve at half-maximal effect; % is scaled to controls: 0 for no effect and ±100 for the full control effect
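Eya2 (0.2 uM) preincubated 10 min at ambient with compound, then OMFP substrate added at 50 uM; 10 min reaction in 50 mM HEPES pH 7.5, 50 mM NaCl, 5 uM MgCl2, 0.05% BSA, 1 mM DTT. Fluorescence read at Ex 485/Em 525 nm.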
TSHR antag: human thyrotropin receptor antagonism; AID 504810; 0.2% of 330,000 active; activity change, negative = inhibition, % at 11.5 µM; P16473; TSHR-expressing cells, TSH-stimulated cAMP HTRF, 2 h; active compounds read low;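 active = activity change below a set negative limit, meaning inhibition stronger than a set level, cut at about -70% in these data; inconclusive = activity change between two set negative limits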; also: % is scaled to controls: 0 for no effect and ±100 for the full control effect
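Inhibition of cAMP made by TSHR-expressing cells under TSH stimulation (4nM final, EC80; 2 h, 37 deg C) is quantified with a one-step lysis HTRF kit, anti-cAMP cryptate versus cAMP-d2.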
ASM inhibitor: blocks human secretory acid sphingomyelinase | P17405 | placental ASM, HMU-PC fluorogenic substrate, 60 min | Potency, µM (doses to about 57.5 µM), for inactives: top-dose activity change, negative = inhibition, actives largely listed as inhibitors | 0.006% of 340,000 active; also: potency is read from the fitted curve at half-maximal effect
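Human placenta-derived ASM preincubated with compound 10 min at room temperature, then reacted with 9 uM (final) fluorogenic HMU-PC substrate for 60 min at 37 C. Stop solution raises pH to 10; fluorescence read at Ex 386/Em 447 nm.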
TCR activator: activates T cell receptor signaling | Potency, µM (titrated, usually from 9.22 µM), for inactives: at the top dose activation of IL-2 secretion, usual class: activators | 330,000 tested, under 10 active | primary human leukocytes, anti-CD3, IL-2 HTRF, 48 h; also: % of control where 0% means no effect
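Primary human leukocytes receive a-CD3 beads and test compound and are incubated 48 hr. Secreted IL-2 is then assayed by HTRF, measuring 665nm acceptor emission after 320nm excitation of the europium donor.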
ELG1 DNA repair: inhibitors of ELG1-dependent DNA repair in HEK293T cells | HEK293T ELG1-luciferase reporter, luminescence, 16 h; DNA damage induced by 5-fluorouridine | 2.3% of 330,000 active | Potency, µM (highest dose often 46.1 µM), without a hit: at the highest dose activity change, negative = inhibition, hits mostly inhibitors | AID 504467; also: potency is read from the fitted curve at half-maximal effect; % is scaled to controls: 0 for no effect and ±100 for the full control effect; nearly all actives have a fitted effect of over 55% in size
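5-Fluorouridine DNA damage + compound/DMSO, 2,000 cells/well, 16 h, 37 °C/5% CO2. ONE-Glo, 30 min RT, luminescence. Readout = decrease in reporter signal.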
Tb PFK inh: blocks T. brucei phosphofructokinase | O15648 | T. brucei PFK, ADP-Glo luminescence | Potency, µM (titrated, usually from 57.5 µM), without a hit: top-dose activity, negative = inhibition, usual class: inhibitors | 0.17% of 330,000 active;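 also: potency is read from the fitted curve at half-maximal effect; 0% = uninhibited 1x PFK enzyme wells and -100% = no-enzyme wells; nearly all actives have a fitted effect of over 60% in size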
Target sequence (O15648 whole entry, looked up): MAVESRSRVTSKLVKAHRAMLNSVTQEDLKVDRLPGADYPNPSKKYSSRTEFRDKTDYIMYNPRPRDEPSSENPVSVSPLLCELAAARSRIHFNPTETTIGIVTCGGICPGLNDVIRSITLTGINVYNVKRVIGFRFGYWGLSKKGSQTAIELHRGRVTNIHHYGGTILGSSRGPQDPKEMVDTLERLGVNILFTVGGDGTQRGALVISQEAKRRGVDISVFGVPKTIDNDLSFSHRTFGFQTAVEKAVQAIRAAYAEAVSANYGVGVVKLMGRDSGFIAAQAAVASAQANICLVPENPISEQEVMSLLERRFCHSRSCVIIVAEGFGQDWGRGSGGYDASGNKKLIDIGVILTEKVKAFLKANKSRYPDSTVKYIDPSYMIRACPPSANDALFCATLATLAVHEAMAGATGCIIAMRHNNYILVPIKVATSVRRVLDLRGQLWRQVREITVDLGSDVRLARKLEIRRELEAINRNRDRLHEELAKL
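1.25 nM PFK with 0.5 mM F6P and 0.1 mM ATP in 0.1 M TEA pH 8.0, 5 mM MgCl2, incubated 45 min at room temperature; ADP measured by ADP-Glo luminescence; compounds titrated up to 57 uM.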
a7 integrin act: activates integrin-mediated alleviation for muscular dystrophy | alpha7betagal myoblasts, beta-gal FDG fluorescence, 48 h | Potency, µM (doses to about 38.3 µM), inactives show at the highest dose activation, most hits filed as activators | 0.064% of 350,000 active;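 also: potency is read from the fitted curve at half-maximal effect; 100% = response of the positive control SU9516; nearly all actives have a fitted effect of over 60% in size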
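alpha7betagal+/- myoblasts (passage 13, 250/well) treated 48 h at 37C with compounds at 1:260 dilution of DMSO stock. Lysed, then beta-galactosidase activity read as FDG fluorescence (ex 480/em 540) after 30 min, with pre-read for autofluorescence.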
* hit, by the source's call; ? = inconclusive; nt = not tested or not shown; [ ] = remark or other dose. Unless noted, calls follow the shape of the dose curve; as a rule, active = well fitted curve in the direction sought with a large enough effect; inconclusive = small, poorly fitted or top-dose-only effect, or another doubt; inactive = no such curve, though single readings can be large; an effect the other way counts as inactive or inconclusive.

SMILES | Chronic BCR inh | Mito fusion yeast | TSG101-PTAP inh | AT treatment | Eya2 phos inh | TSHR antag | ASM inhibitor | TCR activator | ELG1 DNA repair | Tb PFK inh | a7 integrin act
O=S(=O)(c1ccc(-n2cnnn2)cc1)N1CCC(N2CCCCC2)CC1 | 5.2% | 1.5% | -1.6% | 3.8% | -11.8% | 19.0 | -1.6% | -6.0% | 19.0% | -2.6% | 6.9%
CS(=O)(=O)Cc1ccc(C(=O)NNC(=O)c2cc(-c3ccccc3)n[nH]2)cc1 | 5.4% | nt | 2.1% | 10.8% | -0.1% | -3.5 | -2.2% | -1.2% | 10.2% | -2.0% | 6.8%
CC1(C)CC(=O)C=C(Nc2ccccn2)C1 | -1.3% | 13.4% | 0.6% | 1.6% | 6.0% | 27.1 | 6.2% | 10.0% | -8.6% | 1.3% | -24.1%
COc1ccc(N2CCN(C(CNC(=O)C(=O)NCc3ccc4c(c3)OCO4)c3ccco3)CC2)cc1 (stereo not given) | -1.5% | 3.8% | -1.4% | 0.4% | -5.5% | -47.5 | -4.4% | -3.3% | 7.3µM* | 1.3% | -9.6%
O=C(Nc1ccccc1Cl)c1ccc2ccccc2c1 | -2.5% | -2.1% | -3.6% | 6.1% | 4.1% | -3.1 | -1.4% | 5.2% | -6.0% | -2.3% | -7.9%
CCOC(=O)c1sc2nc(N3CCOCC3)c3c(c2c1N)CC(C(C)C)OC3 (stereo not given) | 1.1% | 1.8% | -3.3% | 4.2% | 4.2% | 7.2 | 115.8%[activator] | -3.3% | ? | 0.6% | 21.8%
Cc1occc1C(=O)NNC(=O)C1CC1 | 2.0% | -6.1% | 0.8% | 1.2% | -0.1% | -2.3 | -2.2% | 1.6% | 2.9% | -4.9% | 9.1%
O=C(Cc1cccc([N+](=O)[O-])c1)Nc1cccc(C(=O)N2CCCCC2)c1 | -2.2% | nt | -7.6% | 6.1% | 3.7% | -10.8 | -2.1% | 0.9% | 16.4µM* | 4.2% | 29.9%
COc1ccc(CNC(=O)Nc2cccc3ccccc23)cc1 | -14.8% | -1.3% | 0.6% | nt | 1.0% | -8.4 | 1.7% | -2.4% | -1.5% | 0.2% | -10.6%
COc1cccc(S(=O)(=O)Nc2ccc(C(=O)N3CCN(C(=O)c4ccco4)CC3)cc2)c1 | 7.2% | -0.6% | -3.7% | -1.9% | -11.6% | 11.9 | -2.8% | 3.1% | 18.4µM* | -3.7% | -16.3%
O=C(COc1ccccc1)N1CCN=C1SCc1ccc(F)cc1 | ? | 1.5% | 0.2% | 5.7% | -0.5% | -5.1 | 1.6% | 2.3% | -2.5% | -0.7% | 3.6%
O=C(O)c1c(C(=O)O)c(-c2ccc(F)cc2)n2c1CCC2 | -0.2% | -0.5% | -12.1% | -23.3% | -8.0% | -5.5 | 2.5% | 3.4% | 18.1% | -8.4% | 17.3%
COC(=O)NCC(c1cccnc1)N1CCN(c2ccccc2F)CC1 (stereo not given) | -8.6% | -1.2% | -0.2% | 9.0% | -4.2% | -7.3 | -3.2% | 2.4%[46.1 µM] | -1.4% | -2.9% | 8.4%
O=C(NCc1cccnc1)c1ccc(NC(=O)c2cccc([N+](=O)[O-])c2)cc1 | ? | -2.2% | -0.7% | -6.1%[11.5 µM] | -1.0% | -4.6 | 0.3% | 1.9% | -10.6% | 0.9% | -58.4%[inhibitor]
Cc1ccc(NC(=O)c2ccccc2)s1 | ? | 8.0% | 2.0% | 4.0% | -0.7% | -0.8 | 1.0% | 4.3% | ? | -6.1% | 5.1%
N#C/C(=C\c1ccccc1[N+](=O)[O-])C(=O)NCc1ccccc1 | ? | 1.3% | 0.4% | 10.1% | 8.4% | -16.5 | -1.6% | -12.5% | 1.83µM* | 0.0% | -21.2%
CCOc1ccc(C(=O)N2CCN(Cc3ccccc3)CC2)cc1OCC | -7.9% | -1.6% | -2.5% | -0.5% | 5.9% | -5.2 | 4.4% | nt | -18.4% | 1.9% | -2.2%
CCCn1c(NC(=O)c2ccccc2)nc2ccccc21 | ? | 3.0% | -1.0% | 7.7% | -12.4% | 4.1 | -1.6% | 12.7% | 1.6% | 13.0% | -34.8%
COC(=O)C(CC(C)C)NC(=O)c1ccc([N+](=O)[O-])cc1 (stereo not given) | 1.6% | 1.6% | -7.7% | -6.2% | -22.0% | 2.8 | -2.8% | -1.5% | -2.7% | -5.0% | 6.9%
O=C1CS/C(=C/C(=O)c2ccccc2)N1 | 2.8% | 2.1% | 1.8% | 1.6% | -10.3% | -8.5 | -3.6% | 1.7% | 6.5% | -4.5% | 3.9%
CCOc1ccc(C(=S)N2CCOCC2)cc1 | 2.5% | -1.4% | -1.7% | 3.1% | -1.8%[15.4 µM] | 1.2 | 2.4% | -16.1% | 5.2% | -2.1% | 12.4%
O=c1cc(O)c2c(=O)[nH]c(=O)n(-c3ccccc3)c2[nH]1 | -3.6% | 1.6% | -7.1% | 2.3% | -27.8% | -6.5 | -2.4% | 10.3% | -11.5% | 0.5% | 14.0%
Cc1ccc2c(c1)CCCN2C(=O)c1cc(C)on1 | 2.8% | -0.3% | -2.2% | 2.4% | 3.4% | -1.5 | 4.0% | -0.8% | 0.4% | 0.5% | -11.9%
O=C(Nc1ccccn1)c1cc2cc([N+](=O)[O-])ccc2s1 | ? | 1.6% | -3.0% | 4.2% | 12.2% | 8.2 | -0.8% | -0.2% | ? | -3.6% | -4.3%
O=C(CSc1nnc2ccccn12)NNC(=O)c1ccc(Cl)cc1 | 0.3% | 7.5% | -5.7% | 1.2% | 0.2% | 3.2 | 0.7% | -5.3% | -2.5% | -3.6% | 16.8%

Next records follow.
SMILES | Chronic BCR inh | Mito fusion yeast | TSG101-PTAP inh | AT treatment | Eya2 phos inh | TSHR antag | ASM inhibitor | TCR activator | ELG1 DNA repair | Tb PFK inh | a7 integrin act
CCOC(=O)C1CCN(C(=O)C(CC)c2ccccc2)CC1 (stereo not given) | -0.2% | -6.4% | -0.2% | 1.8% | 0.2% | 6.2 | -0.2% | 12.8% | 0.0% | -10.7% | 0.0%
CN(C)C1=NC[C@H](Cc2ccccc2)N1CCC1CCCC1 | -11.3% | -1.1% | nt | 3.8% | 3.8% | 6.6 | 2.1% | 1.0% | -10.1% | 0.3% | -28.2%
O=c1cc2c(nn1Cc1ccc(Cl)cc1Cl)-c1ccccc1CC2 | -14.6% | ? | -4.4% | 5.4% | -31.8% | 2.4 | -15.8% | 1.5% | -19.0% | 0.9% | -24.4%
Cn1nnnc1SCC(=O)Nc1ncc(Cl)cc1Cl | 8.9% | 4.5% | -0.6% | 2.0% | -2.3% | 4.9 | -0.6% | -5.0% | 15.9% | 6.6% | 14.1%
Cc1ccc(Nc2nnc(SCC(=O)NC3CCS(=O)(=O)C3)s2)c(C)c1 (stereo not given) | -6.9% | 0.5% | -0.8% | 23.5% | 14.2% | -2.1 | 2.9% | -2.8% | -3.1% | 2.4% | 11.4%
COC(=O)c1cc(C(=O)N2CCN(C(=O)c3ccco3)CC2)cc([N+](=O)[O-])c1 | 1.2% | 3.9% | 0.2% | 2.1% | 1.8% | -0.9 | -0.2% | 1.5% | -9.4% | -4.2% | 11.5%
CC(C)Cc1nnc(NC(=O)CCC(=O)NC2CCCC2)s1 | 0.0% | -0.6% | -7.2% | -4.0% | 7.8% | -6.3 | -2.0% | -19.4% | 16.9% | 1.1% | 0.0%
O=C1CC(c2ccco2)CC(O)=C1C=NCCN1CCN(C(=S)Nc2ccccc2)CC1 (stereo not given) | -17.0% | -2.1% | 1.6% | 0.0% | -1.4% | -9.0 | 4.5% | 8.5% | -5.8% | -5.3% | 22.9%
O=C(O)c1ccc(Sc2nnnn2-c2ccccc2)c([N+](=O)[O-])c1 | 0.2% | 2.2% | -4.7% | -1.0% | 11.1% | -8.0 | 2.1% | -0.4% | 9.3% | -0.7% | 4.0%
